Screening data: PubChem BioAssay, several laboratories
STAT1 act: activators of IFN-gamma induced STAT1 signaling; AID 932; 200,000 tested, 2.6% active; activation (% of control), % at 5.5 µM; NIH 3T3 STAT1-luciferase reporter, luminescence; 100% = IFN-gamma alone, no compound;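 active = activation above the screen-wide mean activation plus 3 SD, cut at about 130% in these data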;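 note: raw ratio to IFN-gamma control signal so 100% means no change and 0% no light; values of inactives mirror those of a sister screen read the other way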
STAT1 blocker: STAT1 signaling inhibition; NIH 3T3 STAT1-luciferase reporter, IFN-gamma, luminescence; inhibition, % at 5.5 µM; 200,000 tested, 0.35% active;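 active = inhibition above a set limit, the mean inhibition across all tested compounds plus 3 SD, cut at about 34% in these data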;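 note: 0% = IFN-gamma with DMSO and 100% = IFN-gamma with 300 µM nifuroxazide; values of inactives mirror those of a sister screen read the other way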
Efa HMGR inh: blocks class II HMG-CoA reductase of Enterococcus faecalis. AID 1066. purified E. faecalis HMGR, NADPH absorbance 340 nm kinetic. inhibition, % at 10 µM. 190,000 tested, 0.41% active;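 active = inhibition above a set limit, the median over all tested compounds plus 3 SD, cut at about 9.5% in these data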;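 note: enzyme runs in reverse so mevalonate oxidation gives rising NADPH absorbance; 0% = complete reaction with DMSO and 100% = background rate lacking mevalonate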
Hsp70 act: Hsp70 transcriptional activation, primary screen. HeLa Hsp70 promoter luciferase reporter, luminescence; scaled: vehicle 0, proteasome-inhibitor control 100%. activation, % at 10 µM. 200,000 tested, 0.04% active. AID 1203;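 active = activation above the mean across all tested compounds plus 3 SD, cutoff set per campaign, cut at about 5.5% in these data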;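 note: 100% = MG132 at 30 µM as the positive control and 0% = DMSO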
STAT3 activator: STAT3 signaling activation; U3A cells, IL-6 STAT3-luciferase reporter, luminescence; 100% = signal with IL-6 EC80 alone; activation (% of control), % at 5.6 µM; 190,000 tested, 0.91% active; AID 871;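 active = activation above the screen-wide mean of compound activation plus 3 SD, cut at about 130% in these data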;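 note: 0% = background luminescence of wells with medium and substrate only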
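Detection: reporter luminescence signal / Assay system: STAT1-lacking human U3A cells, STAT3 luciferase reporter / Incubation: compound pre-incubation 1 h before IL-6, then 6 h stimulation at 37 °C / Control set: IL-6-only high control / Read-out: % activation relative to IL-6 control / Probe or stimulus: Interleukin-6, 33 ng/mL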
TLR4-MyD88 BLA: inhibitors of human TLR4-MyD88 binding | 200,000 tested, 0.18% active | O00206+Q99836 | inhibition, % at 8.4 µM | HeLa CL3-4 TLR4/MyD88 BLA complementation, FRET ratio; in the data active = inhibition above about 25%;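 note: 0% = vehicle and 100% = reference inhibitor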
Target sequence (O00206 whole entry, looked up): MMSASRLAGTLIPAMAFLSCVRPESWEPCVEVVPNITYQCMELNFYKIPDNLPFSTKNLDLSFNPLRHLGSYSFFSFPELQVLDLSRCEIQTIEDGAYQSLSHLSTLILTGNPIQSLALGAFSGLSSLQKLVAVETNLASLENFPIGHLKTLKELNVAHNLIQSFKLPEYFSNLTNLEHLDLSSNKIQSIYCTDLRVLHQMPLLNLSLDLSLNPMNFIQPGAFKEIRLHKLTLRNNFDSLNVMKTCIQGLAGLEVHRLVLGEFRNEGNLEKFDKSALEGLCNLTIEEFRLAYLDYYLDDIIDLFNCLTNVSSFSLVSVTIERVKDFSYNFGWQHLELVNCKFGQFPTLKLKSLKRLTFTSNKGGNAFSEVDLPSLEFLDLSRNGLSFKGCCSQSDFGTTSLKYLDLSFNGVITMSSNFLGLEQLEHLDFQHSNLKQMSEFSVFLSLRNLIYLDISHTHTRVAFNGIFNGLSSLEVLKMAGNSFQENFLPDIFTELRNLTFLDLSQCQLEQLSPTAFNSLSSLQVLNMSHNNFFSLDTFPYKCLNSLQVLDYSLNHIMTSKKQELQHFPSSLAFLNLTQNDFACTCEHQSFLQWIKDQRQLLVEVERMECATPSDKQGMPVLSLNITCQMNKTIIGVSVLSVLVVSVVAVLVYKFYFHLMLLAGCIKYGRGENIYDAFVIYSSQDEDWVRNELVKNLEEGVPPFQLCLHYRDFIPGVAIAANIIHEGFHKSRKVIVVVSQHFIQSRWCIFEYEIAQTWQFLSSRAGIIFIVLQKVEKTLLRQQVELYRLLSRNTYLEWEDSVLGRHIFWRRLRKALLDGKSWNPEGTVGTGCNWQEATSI
Target sequence (Q99836 whole entry, looked up): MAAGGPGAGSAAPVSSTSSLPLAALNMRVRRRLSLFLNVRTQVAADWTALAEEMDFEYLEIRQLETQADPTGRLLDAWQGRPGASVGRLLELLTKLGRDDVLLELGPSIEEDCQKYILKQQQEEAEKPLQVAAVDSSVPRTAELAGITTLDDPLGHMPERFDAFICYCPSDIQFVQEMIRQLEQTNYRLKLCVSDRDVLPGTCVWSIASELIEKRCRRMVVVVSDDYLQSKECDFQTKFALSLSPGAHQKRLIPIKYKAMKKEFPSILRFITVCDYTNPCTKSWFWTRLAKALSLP
APP 5'UTR act: APP 5'UTR luciferase reporter activation; AID 1276; activation, % at 2 µM; SH-SY5Y APP 5'UTR luciferase reporter, luminescence; zero percent = DMSO vehicle wells; 190,000 tested, 1% active;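 active = activation above a set limit, based on mean plus 3 SD of controls, cut at about 140% in these data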; note: values of inactives mirror those of a sister screen read the other way
NF-kB expr up: raises NF-kB expression in human neuronal cells; NF-kB reporter expression; active compounds read high; fold change at 12.5 µM; 190,000 tested, 1.6% active; AID 1239; in the data active = fold change above about 3.3
DTT redox prof: compounds producing H2O2 with reducing agent – biochemical, NIH compound library profiling, artefact control for MLSCN library redox annotation, primary screen; DTT-dependent redox cycling H2O2, phenol red/HRP absorbance; 100% = 100 µM peroxide control, 0% = buffer; activation, % at 10 µM; 200,000 tested, 0.03% active;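 active = activation of at least 50% relative to the plate's high and low controls in the primary single-dose screen; inactive = activation below 50%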;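 note: compound incubated with DTT at 0.8 mM final as the reducing agent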
STAT3 inh: inhibitors of IL-6 induced STAT3 signaling; U3A cells, IL-6 STAT3-luciferase reporter, luminescence; host cell line lacks STAT1; inhibition, % at 5.5 µM; 190,000 tested, 0.89% active; AID 862;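 active = inhibition above the mean inhibition across all screened compounds plus 3 SD, cut at about 44% in these data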;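 note: 0% = DMSO only wells and 100% = 100 µM nifuroxazide control wells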
Active calls of the source: *; x = not tested or not shown.

SMILES	STAT1 act	STAT1 blocker	Efa HMGR inh	Hsp70 act	STAT3 activator	TLR4-MyD88 BLA	APP 5'UTR act	NF-kB expr up	DTT redox prof	STAT3 inh
CCCOC(=O)c1ccc2c(c1)C(=O)N(c1ccccc1)C2=O	111	-12	2	0.0	92	-2	7	1.2	0.3	13
CCc1c(C)nc(SCC(=O)c2ccc(C)c(C)c2)[nH]c1=O	103	-3	0	0.5	100	-4	9	1.1	2.3	4
O=C(C1CCCCN1S(=O)(=O)c1ccccc1[N+](=O)[O-])N1CCOCC1 (configuration not stated)	97	4	-2	-0.2	102	4	16	0.97	-0.1	3
Cc1ccc2oc(-c3cccc(N)c3)nc2c1	92	8	3	0.1	84	-15	158*	8.9*	1.4	27
COc1cc(/C=N/NC(=S)NCCN2CCOCC2)cc(OC)c1OC	93	8	-6	-0.5	84	1	-1	1.3	0.0	20
O=C(NC1CCCC1)c1ncn[nH]1	100	0	2	-0.3	101	-2	4	1.1	-0.1	3
COc1ccc(/C=C/C(=O)c2ccc3c(c2)OCO3)c(OC)c1	129*	-33	0	0.3	98	10	152*	3.2	1.1	7
CC12CCC(C/C1=N/OC(=O)c1cccc([N+](=O)[O-])c1)C2(C)C (configuration not stated)	100	-2	-7	-0.5	111	15	-15	1.1	-0.7	-6
Cc1ccc(C(O)(C(=O)NNS(=O)(=O)c2ccc(C)cc2)c2ccc(C)cc2)cc1	97	3	-5	-0.2	104	-1	-2	0.89	-0.3	-5
O=C(CSc1nnc(-c2ccccc2)o1)NC1CCS(=O)(=O)C1 (configuration not stated)	105	-5	-4	0.1	105	7	6	1.1	0.1	0
CC(C)(CO)CNC(=O)CCc1nnc(C2(c3ccc(Cl)cc3)CCC2)o1	97	4	-2	-0.5	92	8	-5	1.3	-0.2	14
O=C(OCCN1CCCCC1)c1cc2ccccc2o1	95	5	-1	-0.2	101	-12	-16	1	0.2	-3
O=C(O)C1C2CCC(O2)C1C(=O)Nc1cnn(Cc2ccccc2)c1 (configuration not stated)	108	-6	-5	-0.3	102	9	x	0.96	1.0	-3
CC(C)c1ccc(CN(C(=O)c2cc3ccccc3oc2=O)C2CCS(=O)(=O)C2)cc1 (configuration not stated)	93	8	-3	-0.2	95	-4	25	1.4	0.3	7
O=C(COc1cccc(OC(F)F)c1)Nc1ccc(SC(F)F)cc1	93	7	0	-0.2	92	7	-4	0.9	-1.0	12

Brought forward from above: two compounds; new compounds follow.
SMILES	STAT1 act	STAT1 blocker	Efa HMGR inh	Hsp70 act	STAT3 activator	TLR4-MyD88 BLA	APP 5'UTR act	NF-kB expr up	DTT redox prof	STAT3 inh
CC(C)c1ccc(CN(C(=O)c2cc3ccccc3oc2=O)C2CCS(=O)(=O)C2)cc1 (configuration not stated)	93	8	-3	-0.2	95	-4	25	1.4	0.3	7
O=C(COc1cccc(OC(F)F)c1)Nc1ccc(SC(F)F)cc1	93	7	0	-0.2	92	7	-4	0.9	-1.0	12
O=C(Nn1c(O)c(C=C2N=c3ccccc3=N2)sc1=S)c1ccccc1	97	4	-1	-0.1	107	1	3	0.93	-2.1	-6
COc1ccc(C(N)=S)cc1	99	2	0	-0.5	101	6	6	1.2	-0.2	0
O=S(=O)(c1cnc[nH]1)N1CCN(c2ccc(Cl)cc2)CC1	102	-3	-5	-0.3	92	-11	-1	1.2	-0.6	18
COc1ccccc1C(=O)Nc1cccc(NC(C)=O)c1	102	-1	-1	-0.4	85	-8	2	1.4	-0.3	23
CC(O)c1nc2ccccc2n1CC(=O)Nc1ccc2c(c1)OCCO2 (configuration not stated)	102	-3	1	-0.1	104	-15	0	0.93	-1.7	-2
COc1ccc(C2CC(C(F)(F)F)n3ncc(C(=O)NCc4cccnc4)c3N2)cc1OC (configuration not stated)	108	-9	1	0.1	121	2	-14	1.1	2.2	-20
Cc1n(C)c2cc(Cl)ccc2[n+]1Cc1ccccc1	93	8	0	-0.1	96	23	-5	0.84	0.2	11
O=C(O)CCCn1c(=O)[nH]c2ccccc2c1=O	102	-2	-7	-0.3	99	3	-6	1	12	6
CN(CC(=O)N1CCN(c2ccccn2)CC1)S(=O)(=O)c1cccc2nsnc12	98	2	1	-0.4	85	-11	7	1.1	-0.6	20
CCOC(=O)N1CCC(Nc2c(N3CCN(c4cc(Cl)ccc4C)CC3)c(=O)c2=O)CC1	99	1	1	-0.2	97	-4	23	0.75	-0.7	12
O=C1CCCN1CCCNc1ccc(S(=O)(=O)N2CCCCC2)cn1	101	-1	-2	-0.5	104	2	5	1.1	-0.6	3
COc1ccc(S(=O)(=O)N2CCC(NC(=O)N3CCOCC3)CC2)cc1	102	-2	-7	-0.1	102	10	-8	x	-0.9	4
CC(C(=O)Nc1ccc(N2CCOCC2)cc1)N1C(=O)c2ccccc2C1=O (configuration not stated)	99	3	0	0.1	98	7	-16	1.1	-2.1	7
CC(=O)c1ccc(Cc2cnc(N)s2)cc1	108	-8	0	0.2	100	10	-13	1.2	2.5	5
O=C(NCc1cccc(CNC(=O)c2ccco2)c1)c1ccco1	100	0	-5	-0.4	106	1	4	1.1	0.0	-4
CCOc1ccc(C2C3=C(CCCC3=O)Nc3nc(C(F)(F)F)nn32)cc1OC (configuration not stated)	93	8	1	-0.3	91	3	5	1.1	-0.8	17
N#Cc1sc2nc(-c3ccccc3)cc(-c3ccco3)c2c1N	107	-8	-3	0.0	91	40*	-17	1.2	0.5	13
COc1ccc(/C=C(/NC(=O)c2cccc([N+](=O)[O-])c2)C(=O)O)cc1	106	-8	0	-0.4	102	-9	16	1.1	-0.9	1
C=CCSc1ccsc1C(=O)O	99	1	0	0.0	110	7	-11	1.3	2.0	-7
N#C/C(=C\Nc1ccc2cn[nH]c2c1)c1nc(-c2ccccc2)cs1	111	-14	-3	-0.2	96	-20	8	0.95	-0.3	7
COCCCNC(=S)N1CCN(C(=O)C(=O)Nc2ccc(C(=O)OC)cc2)CC1	107	-8	-6	-0.5	98	-9	-19	0.94	0.0	0
Cc1cccc(-n2nc(C)c3c(C(=O)O)cc(-c4cccs4)nc32)c1	107	-7	0	-0.2	103	-3	-4	0.97	-0.6	-2
Cc1ccc(NC(=O)CSc2nnc(Cc3cccn3C)n2-c2ccc(F)cc2)c(C)c1	94	6	0	-0.3	101	-6	1	1	-3.3	4
O=C(NCc1cccs1)C1CCCCC1	99	1	-3	-0.2	100	6	-9	1.1	0.1	-3
N#Cc1ccc(-c2nc3cc(C#N)c(C#N)cc3nc2-c2ccccc2)cc1C#N	107	-9	-5	-0.1	105	5	0	1.4	0.0	7
CNC(=O)NC(=O)COC(=O)CCc1nc(=O)c2ccccc2n1C	100	-2	-1	-0.1	106	-4	14	1	-0.2	-6
Cc1ccc(Cl)cc1N1CCN(Cc2nc3c(c(=O)[nH]c(=O)n3C)n2CCc2ccccc2)CC1	102	-2	0	-0.4	104	0	8	1.2	3.0	0
O=C(Nc1ccccc1)c1cc(Cl)nc2ccccc12	101	-1	-3	-0.1	98	-1	8	1	0.3	0
CCOC(=O)N/N=C(\c1ccccc1)C(O)c1ccccc1 (configuration not stated)	87	12	0	-0.2	98	-6	6	1	-0.1	9
CC(C)CN(CC(C)C)C(=O)Cc1coc2ccc3ccccc3c12	104	-5	-7	-0.4	103	-10	1	0.91	0.0	-5
CC1(C)CC(=O)C(C=NCCCn2ccnc2)=C(O)C1	100	0	-1	-0.2	104	-6	-4	0.98	0.8	-2
O=C(CNC(=O)c1cccs1)OCC(=O)c1ccc(Cl)cc1	104	-6	-1	0.1	102	-11	-17	1	0.4	0
Cc1cc(C)c(C(=O)/C=C/c2ccc3c(c2)OCO3)c(=O)[nH]1	87	12	3	-0.4	99	0	8	1.4	-0.6	5
Cc1ccc(-c2csc3ncnc(SCc4ccc(C(=O)O)cc4)c23)cc1	104	-6	-4	-0.1	101	12	2	1	-0.6	4
COc1ccc(/C=C/C(=O)N/C(=C\c2ccco2)C(=O)NCCc2nc3ccccc3[nH]2)cc1	105	-6	1	-0.1	110	-3	-11	0.64	0.3	-9
Cc1cccc(C2=N/C(=C\c3cccs3)C(=O)O2)c1	104	-7	-6	-0.1	95	-11	18	x	-1.3	10
Cc1ccc(-n2c(C)cc(C(=O)CSc3nnnn3C)c2C)cc1	162*	-67	1	0.5	84	-6	168*	5.4*	3.1	21
Cc1nnc2c3ccccc3c(-c3ccc(O)cc3)nn12	100	0	0	-0.3	91	-8	7	1.6	-0.2	10
CCOc1ccc(C(F)(F)F)cc1NC(C)=O	97	4	-4	-0.5	98	-26	12	1.1	-0.5	10
CCn1c(C)nc2cc(S(=O)(=O)Nc3ccc(C)cc3)ccc21	90	11	-2	-0.3	98	-4	9	1.1	-0.5	4
CCOC(=O)Nc1nc(-c2ccccc2)c(C(=O)c2ccccc2)s1	102	-2	-1	-0.2	107	5	-94	3.6*	-0.1	-11
Nn1cnnc1SCC(=O)N(C1CCCCC1)C1CCCCC1	111	-14	-2	-0.3	121	-6	22	1	-0.7	-23
C[C@@H](C(=O)NCc1ccc(S(C)(=O)=O)cc1)[C@H]1C[C@]1(C)[C@H](NC(=O)OCc1ccccc1)c1ccccc1	95	6	2	-0.2	100	-3	-4	0.61	1.7	-3
CCOC(=O)c1ccc(-n2nc(C(F)(F)F)c3c(C)cc(=O)oc32)cc1	92	4	x	-0.3	102	4	7	x	-0.6	0
CC1CCCN(C(=O)C2CCN(CC3CC=CCC3)CC2)C1 (configuration not stated)	110	-11	-4	-0.3	105	4	18	0.98	1.2	-1
Cc1ccccc1OCc1n[nH]c(=S)n1-c1ccccc1	106	-8	-4	-0.2	97	-22	8	1.1	-0.6	9
Cc1cc2oc(=O)cc(C)c2c(=O)o1	94	7	1	-0.1	102	11	-4	1.1	3.1	1
CS(=O)(=O)c1ccc(C(=O)Nc2ccc(N3CCCC3)cc2)c(Cl)c1	99	-1	0	0.4	79	-11	-33	1.2	0.2	29
Cc1cc(O)c(C(C)C)cc1N=C1CSC(=O)N1	115	-17	-6	0.4	97	0	-3	0.73	-0.3	10
Cc1ccsc1C(=O)OCC(=O)Nc1c(Cl)cccc1C(F)(F)F	101	-1	0	-0.2	108	6	23	1	-0.4	-12
O=C(NC(=S)Nc1ccc2[nH]ncc2c1)c1ccccc1	101	-1	-9	-0.2	99	-2	51	1.5	0.5	2
CC1(C(=O)O)CCC(C(=O)NC2CCCCC2)C1(C)C (configuration not stated)	95	5	-2	0.3	103	0	-13	0.84	-0.1	2
Cc1nn(C)c(C)c1S(=O)(=O)N1CCC(C(=O)NCC2COc3ccccc3O2)CC1 (configuration not stated)	103	-3	-4	0.1	101	3	-13	0.86	-0.9	8
Cc1nn(-c2ccccc2)c(C)c1C(=O)OCC(=O)Nc1ccc2c(c1)OCO2	108	-8	-2	-0.4	93	7	5	1.2	-1.4	12
O=C(Nc1ccccc1)N1CCCC(CNS(=O)(=O)Cc2ccccc2)C1 (configuration not stated)	107	-10	-3	-0.2	107	-1	4	1.3	-0.4	0
